Assay outcomes from PubChem BioAssay.
Pf Dd2 growth: Plasmodium falciparum Dd2 growth inhibition | 4.3% of 120,000 active | P. falciparum Dd2 growth, SYBR Green, 72 h | Potency, µM (titrated, usually from 28.9 µM), without a hit: top-dose activity, negative = inhibition, most hits filed as inhibitors | AID 1347417; active = well fitted inhibition curve with a large enough effect; inconclusive = small, poorly fitted or top-dose-only effect; inactive = no such curve, though single readings can be large or run the other way;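 note: plate controls were DMSO vehicle for no effect and reference drug for full effect; nearly all actives have a fitted effect of over 65% in size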
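Readout: SYBR Green fluorescence, 485 nm excitation, 535 nm emission, after ~16 h lysis at 37C. Before that, Dd2-infected red cells (2.5% hematocrit) grew 72 h with compound, 29 uM top final concentration.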
Numbers without * were called inactive; i = inactive; ? = inconclusive; [ ] = dose if it differs, or a comment. Potency is the fitted concentration of half-maximal effect.

SMILES	Pf Dd2 growth
CCCc1noc(-c2cccn3c(CNC(=O)c4ccc(N(C)C)cc4)nnc23)n1	?
Cc1ccc(-n2cccc2CC(=O)N2CCCC2)cc1	-16%
Cc1c(CC(=O)NC(C)(C)CO)c2c(n1Cc1ccccc1F)CCCC2=O	?
CCN(C(=O)Cn1nnc2sc(-c3ccccc3)cc2c1=O)c1cccc(C)c1	17%
COc1ccc(NC(=O)N2C[C@@H](F)C[C@H]2C(=O)N2CCCCC2)cc1F	7%
O=C(COc1ccccc1)NCCc1csc(-c2cccc(F)c2)n1	i
CC(=O)c1ccc(NC(=O)N[C@H]2CCN3C(=O)[C@@H](Cc4ccccc4)NC(=O)[C@H]23)cc1	?
COC1C(=O)N(C2CCN(S(=O)(=O)c3c(C)nn(C)c3C)CC2)C12CCOCC2 (stereo not drawn)	-13%
O=C(NCCc1nc(-c2cccnc2)no1)C1CC2(CCNCC2)CN1 (stereo not drawn)	5%
Cc1cccc(CC(=O)N2CCCN(c3cc(-c4ccc(Cl)cc4)[nH]n3)CC2)c1	-19%
O=C(c1nc(-c2ccc(F)cc2)c2cnccn12)N1CCOCC1	?
O=C(NCc1ccccc1)c1nc(S(=O)(=O)Cc2ccc(F)cc2)ncc1Cl	8%
Cc1cccc(-n2ncc(C(=O)N3CCN(Cc4ccccc4)CC3)c2C2CCN(C(=O)OC(C)(C)C)CC2)c1	7.9µM*
COc1ccc(OC)c(CNC(=O)c2ccc(C)c(NC(=O)c3nsc4ccccc34)c2)c1	?
CN1Cc2cccn2CC1CNC(=O)c1cc(CN2CCOCC2)on1 (stereo not drawn)	-29%
CCOc1ccc(NC(=O)CSc2nc3c(c(=O)[nH]2)CCCC3)cc1	-27%
CCOC(=O)CSc1nc2sc3c(c2c(=O)n1Cc1ccccc1)CC(C)CC3 (stereo not drawn)	-25%
COc1cc(NC(=O)c2ccc3c(Cl)c4c(nc3c2)CCC4)cc(OC)c1OC	-18%
Cc1ccc(-c2ccc(CCC(=O)O)n2-c2cccc(O)c2)cc1	25%
CCOc1nccn2c(-c3ccc(CNc4ccc(OC)nc4)cc3)cnc12	?
Cn1nccc1C(=O)N1CCC(F)(c2nc(-c3ccccc3)no2)CC1	5%
O=C(CCn1cnc2ccccc2c1=O)NCc1ccccc1Cl	-1%
COc1ccc(NC(=O)Cn2c(C)cc3nc4n(c(=O)c32)CCCCC4)cc1OC	-6%
O=C(NC1CCN(c2nc3ncccc3o2)CC1)c1ccc(F)cc1	-16%[44.1 µM]
COc1ccc(-c2nc3ccccc3s2)cc1NC(=O)COc1ccc(C)cc1	10%

The results go on:
SMILES	Pf Dd2 growth
Cc1ccc(C)c(N2CCN(CCCNC(=O)Cn3ncc4c([nH]c5ccccc54)c3=O)CC2)c1	17%
O=C(N[C@@H]1CN(C(=O)C2CC=CC2)CC[C@@H]1CO)C1CC1	-3%
Cn1c(=O)n(C)c2cc(CNCCc3ccc(F)cc3)ccc21	?
COc1ccc(CN2C(=O)COC[C@H]2C(=O)NCCc2cccc(C)c2)c(OC)c1	i
CCN1c2cc(C(=O)Nc3ccc(SC)cc3)ccc2C(=O)N2CCCCCC21 (stereo not drawn)	-3%
Cc1nc(CN2Cc3nc(-c4ccccc4)ccc3OCC2=O)cs1	-16%[44.1 µM]
CC1CCN(C[C@H]2CN3CC[C@H]2C[C@@H]3CNC(=O)c2ccc(C(F)(F)F)cc2)CC1	-6%[44.1 µM]
O=C(Nc1ccc(F)c(Cl)c1)Nc1c[nH]c(=O)[nH]c1=O	48%[activator]
Cc1ccc(C)c(Oc2c(C(F)(F)F)oc3c(CN4CCN(C)CC4)c(O)ccc3c2=O)c1	0.5µM*
CCOC(=O)c1c(NC(=O)c2cc(C(C)C)on2)sc(C)c1C	13%
O=C1NCN(Cc2ccc(Cl)cc2)C12CCN(Cc1ccsc1)CC2	8.9µM*
COc1ccc(-c2cc(=O)c3cc(OCC(=O)OC(C)C)ccc3o2)cc1	i
CC1(c2ccccc2)N(Cc2ccc(O)cc2)C(=O)OC12CCN(Cc1ccncc1)CC2 (stereo not drawn)	i
Cc1ccc(CN(C(=O)COc2ccccc2Cl)c2ccccn2)o1	?
CN(Cc1ccc2nsnc2c1)C(=O)c1cccc(-n2cnnc2)c1	-3%
CC1CCN(CCCNC(=O)C2CCc3sc(C(=O)N4CCCC4)cc3C2)CC1 (stereo not drawn)	i
CCc1nc2cccnc2n1-c1ccc(CC(=O)Nc2c(C)cccc2C)cc1	?
O=C(Cc1ccc(F)cc1)NC1CC(=O)N(c2ccccc2)C1 (stereo not drawn)	88%[activator]
O=C(O)CCC(=O)N1C[C@@H]2C[C@H]1C(=O)N(Cc1ccccc1)c1ccccc1O2	28%[44.1 µM]
COc1ccc(CNC(=O)CC2N=C3c4ccccc4N=C(SCC(=O)Nc4ccc(C(C)C)cc4)N3C2=O)cc1 (stereo not drawn)	61%[activator]
CC(=O)c1cc(C(=O)N2CCC3(CC2)Nc2ccccc2NC3=O)[nH]n1	1%
O=C(NCCc1ccccc1)c1cnc2n[nH]c(-c3ccccc3)c2n1	?
COc1cc(Cl)ccc1C(=O)N1CCN(c2cc(C(F)(F)F)ncn2)CC1	-17%
c1ccc(Cn2nc(C3CCOCC3)nc2C2CCC2)cc1	-5%
Cc1ccc(CCNC(=O)C2CCN(c3nnc(-n4cccc4CNc4ccc(C)cc4)s3)CC2)cc1	?

Quoted at random: 2 entries already listed, in no set order.
SMILES	Pf Dd2 growth
Cc1ccc(CCNC(=O)C2CCN(c3nnc(-n4cccc4CNc4ccc(C)cc4)s3)CC2)cc1	?
COc1ccc(CN2C(=O)COC[C@H]2C(=O)NCCc2cccc(C)c2)c(OC)c1	i

Continued.
SMILES	Pf Dd2 growth
Cc1ccc(C2CC(=O)Nc3cc4c(cc32)OCCO4)cc1Br (stereo not drawn)	2%
COCCNC(=O)[C@H]1C[C@H](Oc2ccccc2)CN1Cc1cccc(F)c1	-22%
CN1CC2(CCN(c3nccc(N)n3)CC2)CC1C(=O)O (stereo not drawn)	-13%
O=C1CO[C@H]2CCN(Cc3cccs3)CC[C@@H]2N1Cc1c[nH]c2ccccc12	?
Cc1ccc(C)c(N2CCN(C(=O)Nc3cn(CC(C)C)c(=O)c4ccccc34)CC2)c1	?
C#CCNC(=O)c1cc(-c2ccc(Cl)nc2)nc2c1cnn2C	-21%
Cc1cc(C)cc(-n2ccn(CC(=O)c3ccc(F)cc3)c(=O)c2=O)c1	18%
Cc1cccc(C(=O)NCc2nnc3c(-c4nc(C(C)C)no4)cccn23)c1	?
COc1ccc(OC)c(NC(=O)CSc2cn(CC(=O)N3CCOCC3)c3ccccc23)c1	-25%
COCCC(=O)N[C@H]1CC[C@]2(C)CCC([C@H](C)C(=O)NCc3cc(F)cc(F)c3)[C@H](O)[C@H]2[C@@H]1C (stereo partly drawn)	i
CC(C)CCN1CCC(N2CCN(Cc3cccnc3)CC2)C1=O (stereo not drawn)	?
COc1ccccc1OCCNC(=O)CCc1cc2cc(C)ccc2[nH]c1=O	-7%
Nc1ncccc1CN1CCc2ncc(C(=O)NCCOc3ccccc3)n2CC1	-19%[44.1 µM]
COc1ccc(C(=O)N2CCCC3(C2)C(=NC2CCCC2)NC(=O)N3c2cc(F)cc(F)c2)cc1 (stereo not drawn)	-18%
COc1cc(C2C(C(=O)Nc3ccc(C)cc3C)=C(C)Nc3nc4ccccc4n32)cc(OC)c1OC (stereo not drawn)	?
O=S(=O)(c1ccccc1C(F)(F)F)N1CCC(C2CCNC2)CC1 (stereo not drawn)	i
O=C(Nc1ccc2n(c1=O)C[C@H]1C[C@@H]2CN(C2CCOCC2)C1)c1ccccc1	?
COC(=O)c1ccccc1NC(=O)c1c(C)oc2ncn(C)c(=O)c12	i
Cc1sc2ncn(CC(=O)Nc3ccc(F)cc3F)c(=O)c2c1S(=O)(=O)N1CCC(C)CC1	3%
CN(Cc1cccnc1)C(=O)CCC1CCN(S(=O)(=O)c2ccccc2)CC1	?
Cc1cccc(C(=O)Nc2nc3nc(-c4ccccc4)cc(=O)n3[nH]2)c1	54%[activator]
Cc1ccc(F)c(OC2(C(=O)O)CCN(c3cnc4ccccc4n3)CC2)c1	-9%
O=C(c1ccc(F)cc1Cl)N1Cc2cnn(Cc3ccc(F)cc3)c2C1	?
CCCNC(=O)c1ccc2c(c1)sc1nc(-c3ccc(C)cc3)cn12	?
CCn1nnc2cc(C(=O)Nc3cccc(C)c3C)ccc21	4%

(listing goes on)
SMILES	Pf Dd2 growth
Cc1ccccc1C(=O)Nc1ccc2c(c1)CCCN2C(=O)c1cccs1	i
Cc1nc(-c2ccc(OC3CCN(C(=O)NCC(C)C)C3)cc2)no1 (stereo not drawn)	i[5.79 µM]
COc1ccc2cc(C(=O)N3CCC4(CC3)CC(O)CCO4)[nH]c2c1 (stereo not drawn)	6%
COc1ccc(Nc2nc(N)nc(N)c2S(=O)(=O)c2ccccc2)cc1	?
O=C([C@@H]1C[C@H](Oc2ccccc2)CN1C(=O)Cc1c[nH]c2ccccc12)N1CCOCC1	-22%
CCc1ccc(Nc2nc(-c3cc4cccc(OC)c4oc3=O)c(CC)s2)cc1	11µM*
COCCOC1CCOC2(CCN(C(=O)Cc3c(C)noc3C)CC2)C1 (stereo not drawn)	15%
COc1ccc(F)cc1C(C(=O)O)N1CCCN(c2ncccn2)CC1 (stereo not drawn)	-15%
O=C(NCCc1ccccc1)C1CCN(C(=O)[C@H]2CCC[C@H](O)C2)CC1	-10%
O=C(Nc1cccc(F)c1)N1CCC(OCCOc2cccnc2)CC1	?
CCn1c(CN2CCC(C)CC2)nc2cc(NC(=O)COc3ccc(Cl)c(C)c3)ccc21	?
CCc1noc(-c2cn(C3CCN(C(=O)c4cc(Cl)ccc4F)CC3)nn2)n1	?
O=C(NC1CC1)[C@@H]1C[C@H](Oc2cccnc2)CN1C(=O)CCc1c[nH]c2ccccc12	?
Cc1ccc(C(=O)N2CCc3sc(C(=O)NCc4cccc(F)c4)cc3C2)cc1	i
CN(C)C(=O)C1CN(C(=O)c2ccccc2OC(F)(F)F)CC12CCOCC2 (stereo not drawn)	5%
CCCc1noc(-c2ccn3c(CNC(=O)c4c(F)cccc4F)nnc3c2)n1	-3%
Cc1cc(C(=O)Nc2ccc([C@H]3OCC(=O)N(Cc4ccccc4)[C@@H]3CO)cc2)n(C)n1	i
O=C1NC[C@H]2CN(C3CCOCC3)CCN12	-7%[44.1 µM]
COc1ccc(CN2CCOC[C@H](OC)C2)cn1	5%[44.1 µM]
CCCCN(C)C(=O)CN1C(=O)c2cccnc2Oc2ccc(Cl)cc21	i
C[C@]1(CO)[C@H]2Cc3sc(NC(=O)c4ccc(F)cc4)nc3[C@@H](CC(=O)NCc3ccccc3)[C@]2(C)CC[C@H]1O	?
COc1ccc(NC(=O)CNC(=O)Cn2ccc3ccccc3c2=O)cc1OC	14%
CCC1CN(S(=O)(=O)c2cc(-c3cc(C)no3)ccc2OC)c2cc(C)ccc2O1 (stereo not drawn)	-29%
COc1ccc(CNC(=O)c2noc(-c3ccc(C)cc3)n2)cc1	42%[activator]
O=C1CCN(C(=O)C2CCCC2)CCCC(c2nc(-c3ccccc3)no2)CCN1 (stereo not drawn)	i

A few values from the entries so far.
O=C([C@@H]1C[C@H](Oc2ccccc2)CN1C(=O)Cc1c[nH]c2ccccc12)N1CCOCC1 in Pf Dd2 growth has -22%
O=C(NCCc1ccccc1)C1CCN(C(=O)[C@H]2CCC[C@H](O)C2)CC1 in Pf Dd2 growth has -10%

Returning to the listing with the two entries that preceded the break.
SMILES	Pf Dd2 growth
COc1ccc(CNC(=O)c2noc(-c3ccc(C)cc3)n2)cc1	42%[activator]
O=C1CCN(C(=O)C2CCCC2)CCCC(c2nc(-c3ccccc3)no2)CCN1 (stereo not drawn)	i
O=c1c2ccccc2cnn1Cc1nc(-c2ccc3nc[nH]c3c2)no1	-15%
COc1ccc(NC(=O)c2sc3nc[nH]c(=O)c3c2C)cc1Cl	-6%
CCCS(=O)(=O)NCC(=O)N1CCCCCCNC(=O)CC1c1ccccc1 (stereo not drawn)	6%
COc1c(C)cnc(Cn2ccn3nc(-c4ccc(F)cc4)c(CO)c3c2=O)c1C	i
COCc1ccc2c(c1)c(OC(C)(C)C(=O)NCCCN1CCCC1=O)nn2Cc1cccnc1	33%[activator]
COc1ccccc1CNC(=O)C1CCCN(C(=O)c2cccnc2)CCC(=O)NCC1 (stereo not drawn)	-7%
COC(=O)c1ccccc1NC(=O)Cn1ccn2nc(-c3ccc(F)cc3)c(CO)c2c1=O	-10%
COc1cc(/C=C(\C#N)c2nc3ccc(C)cc3[nH]2)ccc1OCc1ccc(C)cc1	2.8µM*
COCCCNC(=O)C(NC(=O)c1ccc(C)cc1)C1CCN(C(=O)c2cccs2)CC1 (stereo not drawn)	?
CCOc1sc2nc(C)n(CC(=O)Nc3cccc(C)c3)c(=O)c2c1C	3%
Cc1cc2cc(-c3c(C)noc3C)nc(NCc3ccccc3)c2o1	-23%[44.1 µM]
COc1ccc(CCNc2ncnc3c2cnn3-c2ccc(F)cc2)cc1	?
COc1cccc(C(=O)NC(c2ccc(Cl)cc2)c2cc(Cl)c3cccnc3c2O)c1 (stereo not drawn)	3.2µM*
COc1ccc(S(=O)(=O)N2CCC3(CCC(=O)N(CC4CC4)CC3)CC2)cc1	?

Reprinted from the entries so far, six compounds:
SMILES	Pf Dd2 growth
COCCCNC(=O)C(NC(=O)c1ccc(C)cc1)C1CCN(C(=O)c2cccs2)CC1 (stereo not drawn)	?
CCOc1sc2nc(C)n(CC(=O)Nc3cccc(C)c3)c(=O)c2c1C	3%
Cc1cc2cc(-c3c(C)noc3C)nc(NCc3ccccc3)c2o1	-23%[44.1 µM]
COc1ccc(CCNc2ncnc3c2cnn3-c2ccc(F)cc2)cc1	?
COc1cccc(C(=O)NC(c2ccc(Cl)cc2)c2cc(Cl)c3cccnc3c2O)c1 (stereo not drawn)	3.2µM*
COc1ccc(S(=O)(=O)N2CCC3(CCC(=O)N(CC4CC4)CC3)CC2)cc1	?

The list is partial, so the mix of outcomes need not match the whole.
